hIAP block: blocks human intestinal alkaline phosphatase; inhibition, % at 10 µM; purified IAP, CDP-Star luminescence, 30 min; 0.12% of 330,000 active; AID 2544;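 active means inhibition reaching a set limit with compound at 10 µM in the primary screen, cut at about 35% in these data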;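 further: plate controls were DMSO wells with enzyme for no effect and no-enzyme buffer wells for full effect; values of inactives mirror those of a sister screen read the other way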
Target sequence (P09923 whole entry, looked up): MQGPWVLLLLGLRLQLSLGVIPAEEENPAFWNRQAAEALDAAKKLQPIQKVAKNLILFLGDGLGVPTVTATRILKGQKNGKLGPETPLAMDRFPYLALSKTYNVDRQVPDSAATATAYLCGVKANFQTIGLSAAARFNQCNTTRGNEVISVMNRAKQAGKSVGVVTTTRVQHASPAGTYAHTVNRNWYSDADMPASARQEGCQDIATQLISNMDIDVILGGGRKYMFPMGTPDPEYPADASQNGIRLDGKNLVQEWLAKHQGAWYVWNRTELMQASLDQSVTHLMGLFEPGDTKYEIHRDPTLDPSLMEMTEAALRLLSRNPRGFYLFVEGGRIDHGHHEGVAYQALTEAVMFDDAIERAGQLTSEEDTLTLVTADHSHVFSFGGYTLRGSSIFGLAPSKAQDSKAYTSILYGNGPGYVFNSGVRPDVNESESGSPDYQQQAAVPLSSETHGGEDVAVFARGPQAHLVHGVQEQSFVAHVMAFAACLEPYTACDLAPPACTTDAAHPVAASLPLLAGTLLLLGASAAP
beta cell repl: MIN6 beta-cell proliferation induction; AID 2380; MIN6 cells proliferation, ATPlite luminescence, 48 h; cells starved in 0.2% serum; 100% = growth in 10% serum; proliferation, % at 10 µM; 0.29% of 330,000 active;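 active means compounds whose signal lies at least 3.5 SD above the mean of all wells on their plate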;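 further: 0% = DMSO-treated cells in low-serum medium and 100% = 10% serum control; some compounds called inactive have numbers as strong as hits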
APOBEC3G inh: APOBEC3G (human) deaminase inhibition | recombinant A3G, ssDNA deamination FAM/TAMRA fluorescence | inhibition, % at 20 µM | 0.28% of 330,000 active | AID 493012;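 active means inhibition of at least 40% at 20 µM, with no more than 30% in the related APOBEC3A deaminase screen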;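 further: plate controls were DMSO wells with A3G for no effect and wells lacking A3G enzyme for full effect; some compounds called inactive have numbers as strong as hits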
mIAP act: mouse IAP activation | activation factor at 10 µM | 0.24% of 330,000 active | muIAP, CDP-Star luminescence, 30 min; active compounds read high; 1 = vehicle-only enzyme signal, 0 = enzyme-free wells;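 active means activation factor of at least 2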; further: the source names both 10 and 20 µM as test concentration; values of inactives mirror those of a sister screen read the other way
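Assay system: mouse IAP enzyme; reagent: chemiluminescent substrate CDP-Star; dosing: test compounds delivered from DMSO solution; schedule: 30 min at room temperature; measured by: luminescence from enzymatic CDP-Star hydrolysis; controls: DMSO-only wells and no-enzyme negative control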
tim10-1 inh: inhibits growth of tim10-1 mutant yeast; inhibition, % at 20 µM; 2.2% of 330,000 active; S. cerevisiae tim10-1 ts strain growth, BacTiter-Glo, 24 h;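 active means inhibition of at least 40%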;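 further: mutant grown at 25 °C; 0% = DMSO wells with yeast and 100% = wells holding no yeast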
TIM10 inh: growth inhibitors of TIM10 yeast strain | S. cerevisiae TIM10 strain growth, BacTiter-Glo luminescence, 24 h | inhibition, % at 10 µM | 1.4% of 330,000 active | AID 463195;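 active means inhibition of 40% or more at the single tested concentration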;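 further: wild-type TIM10 isogenic control strain grown at permissive 25 °C; 0% = DMSO yeast wells and 100% = minimal medium wells without yeast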
NALP3 yeast inh: NALP3 inhibition in yeast | 0.39% of 330,000 active | inhibition, % at 10 µM | Yeast reconstituted NLRP3/ASC/caspase-1, beta-gal luminescence, 24 h;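 active means inhibition of 50% or more; inactive means inhibition below 50%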;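 further: plate controls were induced DMSO wells for no effect and uninduced yeast grown without galactose for full effect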
mIAP inh: mouse IAP inhibition; inhibition, % at 10 µM; 0.2% of 330,000 active; purified mouse IAP, CDP-Star luminescence, 30 min;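 active means inhibition of at least 40% at 10 µM in the primary screen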;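 further: plate controls were DMSO with enzyme for no effect and no enzyme wells for full effect; values of inactives mirror those of a sister screen read the other way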
APOBEC3A inh: inhibitors of human APOBEC3A DNA deaminase; 0.41% of 330,000 active; inhibition, % at 20 µM; recombinant A3A, FAM/TAMRA ssDNA deamination fluorescence;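 active means at least 40% inhibition at 20 µM here, with at most 30% in a related deaminase screen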;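 further: plate controls were A3A with DMSO for no effect and wells lacking A3A enzyme for full effect; some results filed as inactive read as strong as hits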
Target sequence (P31941 whole entry, looked up): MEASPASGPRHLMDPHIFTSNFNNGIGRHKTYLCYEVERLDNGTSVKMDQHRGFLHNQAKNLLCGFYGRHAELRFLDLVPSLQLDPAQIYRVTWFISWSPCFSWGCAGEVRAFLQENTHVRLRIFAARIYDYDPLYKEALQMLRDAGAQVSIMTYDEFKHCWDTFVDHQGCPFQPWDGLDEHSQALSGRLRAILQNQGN
Numbers without * were called inactive; nt = no result given.

item	smiles	hIAP block	beta cell repl	APOBEC3G inh	mIAP act	tim10-1 inh
1	COc1cc(-c2noc(C)c2C#CC2(N)CCCCC2)cc(OC)c1OC	-3	-3	-8	0.85	8
2	CN(C)CC(O)COc1cccc(OCC(O)CN(C)C)c1 (stereo not given)	6	-1	-3	0.93	10
3	COc1ccccc1CNC(=O)COC(=O)/C=C/c1cccs1	7	-3	-5	0.97	-5
4	CCCCC(=O)Nc1cc(OCC)c(NC(=O)c2ccccc2[N+](=O)[O-])cc1OCC	-2	-3	-3	0.94	7
5	CCOC(=O)C(C)(C)N(Cc1cccc(C)c1)S(=O)(=O)c1ccc(Cl)c([N+](=O)[O-])c1	5	-3	2	0.91	27
6	O=C(Cc1ccccc1)N1CCC(c2nc3ccccc3[nH]2)CC1	2	-2	-1	1	4
7	CCCCN(C(=O)CN1C(=O)C2CCCCC2C1=O)c1c(N)n(CCC)c(=O)[nH]c1=O (stereo not given)	-8	-3	-1	1	5
8	O=C1c2ccccc2C(=O)N1CCCCN(C(=O)c1ccc([N+](=O)[O-])cc1)c1ccc(Cl)cc1	8	1	-3	0.87	20
9	CC(C)c1ccc(NC(=O)CSc2nc(=O)n(CCCN3CCOCC3)c3c2CCC3)cc1	1	-1	-3	1	1
10	O=C(O)CNC(=O)CC1S/C(=N/N=C/c2ccccc2O)NC1=O (stereo not given)	-24	1	-7	0.94	29

item	TIM10 inh	NALP3 yeast inh	mIAP inh	APOBEC3A inh
1	9	23	15	-1
2	-10	8	7	5
3	-25	3	3	-1
4	6	23	6	3
5	27	24	9	0
6	14	-3	-3	4
7	0	19	-1	23
8	25	20	13	-1
9	-3	7	0	0
10	18	19	6	0

(next part)
item	smiles	hIAP block	beta cell repl	APOBEC3G inh	mIAP act	tim10-1 inh
11	CCC(C)N1C(=O)CCC1C(=O)N1CCN(c2ccccc2F)CC1 (stereo not given)	-2	2	-7	1	9
12	CC1(C)S[C@@H]2[C@H](NC(=O)C(NC(=O)N3CCNC3=O)c3ccccc3)C(=O)N2[C@H]1C(=O)O (stereo not given in full)	-9	-3	-8	1	16
13	CCc1cc2cc3c(cc2nc1SCC(=O)Nc1cc(C)on1)OCO3	-15	-1	1	0.99	30
14	O=[N+]([O-])c1ccc(-c2csc3[n+]2CCS3)cc1	13	0	-1	0.91	16
15	CC1CCN(CCCCOc2ccc(C(=O)c3ccccc3)cc2)CC1	-9	-4	-1	1	3
16	Cc1ccccc1C(=O)c1cccn1CC(=O)NCCCN1CCCCC1	-31	-1	14	1	-10
17	CN(C)C=Nc1c(C(=O)c2ccccc2)sc2nccc(N(C)C)c12	16	-1	-3	0.95	28
18	CC1CCCC(NC(=O)COC(=O)c2ccc3ncsc3c2)C1C (stereo not given)	-6	7	-7	0.94	-10
19	O=C(O)c1cccnc1SCc1cn2cc(Cl)ccc2n1	-8	-1	-5	1.1	-8
20	CC1CC(C)CN(C(=O)c2ccncc2)C1 (stereo not given)	-12	1	-6	0.93	5

item	TIM10 inh	NALP3 yeast inh	mIAP inh	APOBEC3A inh
11	1	2	-1	-1
12	-11	-5	-3	-4
13	-16	16	1	4
14	6	0	9	-2
15	18	14	0	1
16	4	11	-2	3
17	25	22	5	-1
18	-13	20	6	-1
19	-6	2	-8	-2
20	-29	12	7	-1

(continued)
item	smiles	hIAP block	beta cell repl	APOBEC3G inh	mIAP act	tim10-1 inh
21	CCOC(=O)c1c(NC(C)=O)sc2c(O)cccc12	0	0	-7	1	45*
22	COc1ccc(N=C/C=C2\C=C(c3ccccc3)OC(C)(C)O2)cc1	4	-4	-4	0.95	20
23	Cc1cc(C(=O)Nc2ccc(F)cc2C)n(-c2ccccc2)n1	-11	-2	-6	0.97	2
24	CCCCNC(=O)C1CCCN1C(=O)NC1CCCCC1 (stereo not given)	9	0	3	1	10
25	CC(C)(C)c1ccc(-c2n[nH]c(=S)n2Cc2ccccc2)cc1	10	-1	-7	1.1	45*
26	Cc1cc(NS(=O)(=O)c2ccc(NC(=O)c3ccc([N+](=O)[O-])c(Cl)c3)cc2)no1	-14	-2	-12	1	0
27	CCOC(=O)c1nn(-c2ccccc2)c2nnc(Cc3ccccc3)c(=O)n12	-14	0	1	0.92	-29
28	O=C(c1ccc(F)cc1)N1CCN(c2ccc([N+](=O)[O-])c(N3CCCCC3)c2)CC1	-5	-3	-1	0.85	27
29	COC(=O)C1=CN(c2cc(C)cc(C)c2)C=C(C(=O)OC)C1c1ccc(OC)c(O)c1	8	-7	-9	0.96	21
30	CCOC(=O)C1=CNS(=O)(=O)NC1c1ccc(C(=O)OC)cc1 (stereo not given)	nt	nt	0	0.99	-2

item	TIM10 inh	NALP3 yeast inh	mIAP inh	APOBEC3A inh
21	50*	6	-2	-3
22	20	12	5	-5
23	-7	0	3	0
24	1	8	-2	0
25	29	50	-6	-2
26	2	0	-1	-3
27	-30	19	8	3
28	9	20	15	-1
29	23	17	4	-1
30	-13	nt	0	-1

At a glance, 2 of the compounds above:
item	smiles	hIAP block	beta cell repl	APOBEC3G inh	mIAP act	tim10-1 inh
29	COC(=O)C1=CN(c2cc(C)cc(C)c2)C=C(C(=O)OC)C1c1ccc(OC)c(O)c1	8	-7	-9	0.96	21
30	CCOC(=O)C1=CNS(=O)(=O)NC1c1ccc(C(=O)OC)cc1 (stereo not given)	nt	nt	0	0.99	-2

item	TIM10 inh	NALP3 yeast inh	mIAP inh	APOBEC3A inh
29	23	17	4	-1
30	-13	nt	0	-1

Of the compounds above, 8 have four or more nitrogen atoms:
item	smiles	hIAP block	beta cell repl	APOBEC3G inh	mIAP act	tim10-1 inh
7	CCCCN(C(=O)CN1C(=O)C2CCCCC2C1=O)c1c(N)n(CCC)c(=O)[nH]c1=O (stereo not given)	-8	-3	-1	1	5
9	CC(C)c1ccc(NC(=O)CSc2nc(=O)n(CCCN3CCOCC3)c3c2CCC3)cc1	1	-1	-3	1	1
10	O=C(O)CNC(=O)CC1S/C(=N/N=C/c2ccccc2O)NC1=O (stereo not given)	-24	1	-7	0.94	29
12	CC1(C)S[C@@H]2[C@H](NC(=O)C(NC(=O)N3CCNC3=O)c3ccccc3)C(=O)N2[C@H]1C(=O)O (stereo not given in full)	-9	-3	-8	1	16
17	CN(C)C=Nc1c(C(=O)c2ccccc2)sc2nccc(N(C)C)c12	16	-1	-3	0.95	28
26	Cc1cc(NS(=O)(=O)c2ccc(NC(=O)c3ccc([N+](=O)[O-])c(Cl)c3)cc2)no1	-14	-2	-12	1	0
27	CCOC(=O)c1nn(-c2ccccc2)c2nnc(Cc3ccccc3)c(=O)n12	-14	0	1	0.92	-29
28	O=C(c1ccc(F)cc1)N1CCN(c2ccc([N+](=O)[O-])c(N3CCCCC3)c2)CC1	-5	-3	-1	0.85	27

item	TIM10 inh	NALP3 yeast inh	mIAP inh	APOBEC3A inh
7	0	19	-1	23
9	-3	7	0	0
10	18	19	6	0
12	-11	-5	-3	-4
17	25	22	5	-1
26	2	0	-1	-3
27	-30	19	8	3
28	9	20	15	-1

Screening results from PubChem.
